Assay outcomes deposited in PubChem BioAssay by Sanford-Burnham Center for Chemical Genomics.
H9c2 TAG inh – inhibitors of triacylglycerol accumulation, primary screen, cell-based, uHTS, fluorescence, H9c2. H9c2 cells, Nile Red lipid (TAG) fluorescence; cells loaded with 200 µM oleic acid. inhibition, % at 12.5 µM. actives 0.66% (n = 230,000). AID 651582, 2012;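 active = pattern-corrected inhibition of lipid staining of at least 50% with the nuclear-stain viability signal not falling by more than 50%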;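 note: 0% = DMSO wells and 100% = triacsin C control wells; some results filed as inactive read as strong as hits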
H9c2 TAG inh DAPI viability – recorded beside H9c2 TAG inh, whose call it bears; DAPI nuclei signal change (viability), lower = more cytotoxic, %;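 whole-well DAPI fluorescence read on a plate reader as a viability signal; minus 50 percent equals half of cells still viable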
Starred values were filed as active, the others as inactive. This is a subset; rates above refer to the full screens.

SMILES	H9c2 TAG inh	H9c2 TAG inh DAPI viability
CCNc1nc(NC(C)C)nc(Oc2ccc(/C=N/O)cc2)n1	10.1	-6.4
Cc1nc2ccccc2n1CC(O)Cn1c(C(F)(F)F)nc2ccccc21 (stereo not drawn)	-0.9	-3.9
Cc1ccc(NC(=O)CSCC(=O)Nc2ccc(S(=O)(=O)N3CCCC3)cc2)cc1	0.0	2.6
Cc1cccc(NC(=O)c2nc[nH]c2C(=O)N2CCc3ccccc3C2)c1	7.6	-2.0
CCNC(=O)c1cccc(NC(=O)C2CC(=O)N(CCc3ccccc3)C2)c1 (stereo not drawn)	-31.3	0.1
COc1cccc(NC(=O)Nc2nnc(CC(=O)NCc3ccccc3)s2)c1	-3.9	-2.2
COc1cc(-n2ccnc2SC)c(Cl)cc1Cl	-10.7	-4.0
COc1cc(/C=C2/C(=O)NN(c3cccc(Cl)c3)C2=O)cc(OC)c1O	2.2	0.2
COc1ccc(C(=O)N2CCC(O)(c3ccc(F)cc3)CC2)cc1OC	-6.9	5.6
CCC(=O)Nc1ccccc1N1CCN(c2ccc(F)cc2)CC1	-17.4	9.7
COc1ccc(CN(Cc2cccn2C)S(=O)(=O)c2ccc(F)cc2)cc1	-7.0	-2.9
Clc1ccc(Sc2cc(Cl)c(-c3ccccc3)nn2)cc1	4.8	-1.2
CC(=O)C1=C(C)NC(=O)CC1c1ccccc1Cl (stereo not drawn)	0.8	-5.6
C[C@@H]1ON(C)[C@H]2C[C@H]3c4[nH]c5ccc(-c6ccc7c(c6)OCO7)cc5c4CCN3C[C@@H]12	16.5	1.2
NC(=O)Nc1ccc(C(=O)OCC(=O)NC2CCCCC2)cc1	14.2	-17.8
C=CCn1c(SCC(=O)N(C)c2c(N)n(Cc3ccccc3)c(=O)[nH]c2=O)nnc1-c1ccccc1OC	8.0	-18.7
CN(CC(=O)Nc1cccc(F)c1)C(=O)Cc1n[nH]c(=O)c2ccccc12	-9.2	2.3
Cc1cc(NC(=O)c2ccc(Cl)cc2)cc(C)c1OCC(=O)N1CCOCC1	46.0	-4.3
CCOC(=O)C1=C(CNCc2ccc(C)cc2)NC(=O)NC1c1ccc(OC)cc1 (stereo not drawn)	-2.8	-5.8
O=S(=O)(c1ccc(Br)s1)N1CCN(CCOc2ccccc2)CC1	-34.3	2.3

Among those listed so far, these have an aryl thioether with sulfur outside any ring:
SMILES	H9c2 TAG inh	H9c2 TAG inh DAPI viability
COc1cc(-n2ccnc2SC)c(Cl)cc1Cl	-10.7	-4.0
Clc1ccc(Sc2cc(Cl)c(-c3ccccc3)nn2)cc1	4.8	-1.2
C=CCn1c(SCC(=O)N(C)c2c(N)n(Cc3ccccc3)c(=O)[nH]c2=O)nnc1-c1ccccc1OC	8.0	-18.7

(list continues)
SMILES	H9c2 TAG inh	H9c2 TAG inh DAPI viability
COc1ccc(OC2OC3COC(C)(C)OC3C(O)C2NC(C)=O)cc1 (stereo not drawn)	-0.5	0.2
Cc1ccc(C(=O)N2CCC(C)CC2)cc1NC1=NC2CS(=O)(=O)CC2S1 (stereo not drawn)	-22.2	-9.7
CCOC(=O)c1c(C)[nH]c(C(=O)CN2C(=O)NC(C)(c3ccc(C)cc3)C2=O)c1C (stereo not drawn)	-18.9	-1.5
O=c1c(F)cn(C2CCCO2)c(=O)n1Cc1ccc(Cl)cc1 (stereo not drawn)	8.1	-6.8
COC(=O)c1c(NC(=O)C2CCCCC2C(=O)O)sc2c1CCCCC2 (stereo not drawn)	3.3	-2.4
CCOC(=O)C1CCCN(Cc2cn(C)nc2-c2ccc3c(c2)OCCO3)C1 (stereo not drawn)	0.5	3.1
CC(C)N=C(NC#N)SCC(=O)NC(C)(C)C	2.8	2.4
CCOc1ccc(NC(=S)C(C#N)=C2N(C)c3ccccc3N2C)cc1	-14.0	12.0
CCSc1nnc(NC(=O)Cc2ccc(OC)cc2)s1	-3.8	-1.6
COc1cccc(C(=O)N2CCN(Cc3ccccc3C(F)(F)F)CC2)c1	11.8	-4.2
COC(Cn1c(-c2cccc(S(=O)(=O)N(C)C)c2)n[nH]c1=S)OC	11.1	-6.3
Cc1cccc2c1cnn2C(=O)CCC(=O)NC1CCCCC1	6.6	3.0
C[C@@H]1CN([C@H](C)CO)C(=O)CCCn2nncc2CO[C@H]1CN(C)C(=O)c1ccc(N2CCN(C)CC2)cc1	-3.9	-1.3
CCN1CCN(CCCNC(=O)c2ccc3c(c2)NC(=O)c2ccccc2S3)CC1	3.3	3.8
CSCCC(C(=O)Nc1ccc2c(c1)OCO2)N1C(=O)c2ccccc2C1=O (stereo not drawn)	1.8	14.6
CS(=O)(=O)c1ccc2nc(NC(=O)C3=NN(c4ccccc4)C(=O)CC3)sc2c1	-4.8	-4.8
CC(=O)N1CCc2cc(S(=O)(=O)N3CCc4ccccc4C3)ccc21	-5.1	-14.3
CCCC/C=C1/CCC(CN(C)C)C1=O (stereo not drawn)	5.3	-4.4
CCOC(=O)/C(=C\Nc1ccccc1C(F)(F)F)Sc1ncc(C(F)(F)F)cc1Cl	-21.9	-2.7
Cc1cc(C(F)(F)F)c2c(N)c(C(=O)NC3CC3)sc2n1	7.1	-7.4
CSCCC(NC(=O)c1ccc([N+](=O)[O-])cc1Cl)C(=O)OC1CCCCC1=O (stereo not drawn)	-1.5	-5.7
Cc1cccc(-n2ncc3c(N(C)C4CCCCC4)ncnc32)c1	-8.4	-3.4
Cc1ccc(NC(=O)CN2CCCC2c2cccs2)cc1S(=O)(=O)N1CCCCC1 (stereo not drawn)	-18.1	-8.1
COc1ccc(NC(=O)C(=O)NCCCn2ccnc2)cc1	13.3	-10.1
Oc1ccc(Cl)cc1CNCc1ccc(Cl)cc1	-6.2	16.7
CCN1C(=NCC2CC2)N[C@@H](c2cccc(C(F)(F)F)c2)C(C(=O)OC)=C1C	8.1	21.6
O=C(CN1C(=O)NC2(CCCCCCC2)C1=O)Nc1cccc(Br)c1	-3.2	2.5
C=CC[C@H](CC(=O)N(CCO)Cc1ccccc1)C(=O)NCCOC(=O)[C@H](CC=C)CC(=O)OC(C)(C)C	13.8	3.8
Cc1ccc(S(C)(=O)=N/C=C2\C(=O)c3sccc3N(C)S2(=O)=O)cc1 (stereo not drawn)	4.6	-3.0
C/C=C/C=C/C(=O)N1CC2(CC(c3cccc(NC(=O)/C=C/C)c3)=NO2)C[C@@H]1C(N)=O (stereo partly drawn)	26.9	0.2
O=C(Cc1ccccc1F)NCC(c1ccco1)N1CCCCC1 (stereo not drawn)	-4.2	-8.4
CCCCN1C(N)=NC[C@H]1Cc1ccc(O)cc1	9.6	-0.3
Cc1[nH]c2ccccc2c1/C=N/NC(=O)CNC(=O)c1ccccc1	3.5	-2.1
O=C(Nc1cc(Cl)ccc1N1CCOCC1)C1=COCCO1	-2.9	-4.5
O=C(CSc1nnc(NC(=O)Cc2ccccc2)s1)NCc1ccco1	-2.9	2.4
CCn1c(NC)cc(=O)n(C)c1=O	2.7	-5.7
Cc1cc(C(=O)N2CC(C)CC(C)C2)n(-c2ccccc2)n1 (stereo not drawn)	-22.7	3.7
Cc1cc(NS(=O)(=O)c2ccc3c(c2)OCCO3)no1	10.6	-8.4
O=C(CSc1nnc(Nc2ccccc2F)s1)NCc1ccco1	13.4	-1.8
COc1cc(F)ccc1-c1csc(C(O)c2ccccc2)n1 (stereo not drawn)	-8.4	0.2

Single records, from the list above. Screens in order: H9c2 TAG inh | H9c2 TAG inh DAPI viability
O=C(CSc1nnc(NC(=O)Cc2ccccc2)s1)NCc1ccco1 across the screens: -2.9 | 2.4
Cc1[nH]c2ccccc2c1/C=N/NC(=O)CNC(=O)c1ccccc1 across the screens: 3.5 | -2.1

(listing goes on)
SMILES	H9c2 TAG inh	H9c2 TAG inh DAPI viability
Cc1ccc(NC(=O)CN(C)C(=O)CSc2nncn2C)cc1	-17.6	2.6
C=CC(O)(C#CCN(CC)CC)c1ccccc1 (stereo not drawn)	-3.8	5.1
CC(=O)NC(Cc1ccc(F)c(F)c1)C(=O)NC1CCN(c2nnnn2-c2ccccc2)CC1 (stereo not drawn)	-6.9	-2.2
CC(C)CNC(=O)CSc1nc2nn(-c3ccccc3)c(=O)c-2c2n1CCCCC2	3.7	-0.5
O=C(NCC1CCCO1)c1cccc(C(=O)NCC2CCCO2)c1 (stereo not drawn)	3.7	-4.6
C=CCC1NS(=O)(=O)OC(COC)C1C (stereo not drawn)	-23.0	3.1
CCCCSC1=C(C#N)C(c2ccccc2C)CC(=O)N1 (stereo not drawn)	-18.2	4.6
CCc1ccc(NS(=O)(=O)c2ccc3[nH]c(=O)[nH]c3c2)cc1	-4.1	-5.3
C=CCn1c(-c2ccc(N)cc2)nc2ccccc21	-2.9	0.6
CC(OC(=O)c1cc(=O)c2cc(Cl)ccc2o1)C(=O)N1CCCC1 (stereo not drawn)	-5.9	12.0
Cc1ccsc1/C=N/NC(=O)CNC(=O)c1cccc([N+](=O)[O-])c1C	7.5	-2.3
Cc1cc(N2CCOCC2)nc2cc(O)ccc12	-15.6	11.1
Cc1nc(Nc2ccccc2C(F)(F)F)sc1C(=O)N(C)C	0.5	2.2
CCOC(=O)C1=CN(CC)S(=O)(=O)NC1c1ccc2ccccc2c1 (stereo not drawn)	-4.2	-5.4
CS(=O)(=O)N(CC(=O)N/N=C/c1ccco1)c1ccccc1Br	-9.9	14.9
CCCc1cc(C(=O)NCc2ccccc2)no1	1.3	0.6
Cc1ccc(N2C(=O)CC(N(CCc3ccccc3)C(=S)Nc3ccc(N(C)C)cc3)C2=O)cc1 (stereo not drawn)	-3.6	-2.0
CC1(C(=O)NCc2ccc(Cl)c(Cl)c2)Oc2cccnc2NC1=O (stereo not drawn)	10.0	3.9
CCN1C(=O)N[C@@H](CCc2ccccc2)C(C(C)=O)=C1C	-5.9	-0.9
O=C(Nc1c2c(nn1-c1ccc(F)cc1)CS(=O)(=O)C2)c1ccc(S(=O)(=O)N2CCOCC2)cc1	21.6	-2.3
Cn1c(=S)n(/N=C/c2ccc3c(c2)OCO3)c2ccccc21	-12.4	0.5
O=C(O)c1cccc(S(=O)(=O)Nc2ccc3[nH]c(=O)[nH]c3c2)c1	-6.0	1.3
COc1cccc(-c2cc(NC=O)c3ncc(-c4cc(OC)c(OC)c(OC)c4)n3c2)c1	44.9	-31.3
CCN1C(=O)[C@H]2[C@@H](c3ccc(C)cc3)N3C(=O)N(c4ccccc4)C(=O)[C@@]3(Cc3ccc(Cl)cc3)[C@H]2C1=O	3.3	1.4
COc1c(Cl)ccc(Cl)c1C(=O)NCc1ccco1	-18.8	30.5
COc1ccc(NC(=O)COc2ccc(-c3nn(C)c(=O)c4ccccc34)cc2)cc1	-2.2	-3.5
CCOC(=O)c1cnn2c(C)cc(-c3ccc(F)cc3)nc12	7.9	17.6
Cn1nc(C(C)(C)C)cc1C(=O)N1CCCCC1c1cc(C(=O)Nc2cccc(C#N)c2)no1 (stereo not drawn)	-0.4	-1.1
Cc1noc(C)c1C(=O)OCC(=O)NCCC1=CCCCC1	8.5	-17.7
CC(C)(C)NC(=O)C1CC(=O)N(CCc2ccc(F)cc2)C1 (stereo not drawn)	6.1	-11.1
O=c1n(CCCN2CCN(c3cccc(Cl)c3)CC2)nc2ccccn12	9.4	3.9
COc1ccc(Cl)cc1S(=O)(=O)n1nnc2ccccc21	18.9	4.8
COc1ccc(OC)c(/C=C/C(=O)N(C)CC(=O)Nc2ccc(N3CCOCC3)cc2)c1	34.8	10.8
CCOc1ccc(S(=O)(=O)Nc2ccc(C(=O)NNC(=O)c3ccncc3)cc2)cc1	-7.2	12.9
Cc1nc(SCc2ccccc2C)n[nH]1	2.4	-4.3
CCCN(CCC)CCCNC(=O)CNC(=O)c1nn(-c2ccc(OC)cc2)c(=O)c2ccccc12	3.4	-7.2
O=C(NNc1cccc(Cl)n1)C(F)(F)F	-7.4	0.7
O=C(CCS(=O)(=O)c1ccc(Cl)cc1)NCCc1c[nH]c2ccccc12	9.4	-2.1
CC(=O)c1cccc(-c2ccnc3c2CC(C(=O)NCc2cccs2)O3)c1 (stereo not drawn)	91.3	-78.0
C=Cc1ccc(C(=O)N2CCCC(CCC(=O)N3CCN(c4ccccn4)CC3)C2)cc1 (stereo not drawn)	-10.2	0.4

An excerpt of these results, with two lines to a compound:
Each structure is followed by: H9c2 TAG inh | H9c2 TAG inh DAPI viability
COc1ccc(Cl)cc1S(=O)(=O)n1nnc2ccccc21
 : 18.9 | 4.8
COc1ccc(OC)c(/C=C/C(=O)N(C)CC(=O)Nc2ccc(N3CCOCC3)cc2)c1
 : 34.8 | 10.8
CCOc1ccc(S(=O)(=O)Nc2ccc(C(=O)NNC(=O)c3ccncc3)cc2)cc1
 : -7.2 | 12.9
Cc1nc(SCc2ccccc2C)n[nH]1
 : 2.4 | -4.3
CCCN(CCC)CCCNC(=O)CNC(=O)c1nn(-c2ccc(OC)cc2)c(=O)c2ccccc12
 : 3.4 | -7.2

Later entries
SMILES	H9c2 TAG inh	H9c2 TAG inh DAPI viability
NC(=O)C1CCN(C(=O)c2cc3ccccc3cc2O)CC1	-4.4	-3.3
CCn1c(CC(=O)Nc2ccc(Cl)c(Cl)c2)nnc1SCc1ccc(Cl)cc1	-86.6	1.9
COc1ccccc1NC(=O)Cn1cnc2c1c(=O)n(C)c(=O)n2C	8.1	-9.5
CCCn1c(SC(C)C(=O)NCC2CCCO2)nc2cc(Cl)ccc2c1=O (stereo not drawn)	10.3	1.3
COCc1cc(C)nc(N2CCCCC2)c1C#N	-24.9	5.2
NC(=O)CSc1nnc(-c2cccc(S(=O)(=O)N3CCOCC3)c2)o1	9.9	2.9
CC(=O)N1c2ccccc2CCc2ccc([N+](=O)[O-])cc21	-0.1	10.5
O=c1[nH]c(-c2cccs2)nc2ccccc12	-10.0	13.5
Cc1nc(C(F)(F)F)c(C(=O)N=CN(C)C)s1	4.1	5.8
